Source: PubChem BioAssay (The Scripps Research Institute Molecular Screening Center)
CHO parental Ca = signal in parental CHO cells, OX1R antagonist counter-screen; AID 463079; parental CHO-K1, ATP-induced calcium, Fluo-8 fluorescence; 330,000 tested, 0.63% active; inhibition, % at 5.6 µM;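 active means inhibition above that plate's mean sample inhibition plus 3 SD, cut at about 26% in these data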;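 further: 0% = ATP-challenged DMSO wells and 100% = DMSO wells without ATP; some compounds past the cut are filed as inactive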
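Assay system: parental CHO cells; Read-out basis: percent inhibition of ATP-evoked calcium rise, normalized to controls; Benchmarks: ATP and no-ATP DMSO wells; Compound dosing: single nominal dose of 5.6 µM per compound; Signal: Fluo-8 calcium dye fluorescence; Also added: ATP as calcium-mobilizing challenge; Repeats: singlicate.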
TAAR1 agonist = agonists of human TAAR1 | Q96RJ0 | CHO RD-HGA16 TAAR1, Fluo-8 calcium fluorescence; vehicle wells 0%, saturating PEA agonist 100% | activation, % at 3 µM | 360,000 tested, 0.99% active | AID 624467;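 active means activation above the mean activation of all test compounds in the run plus 3 SD, cut at about 38% in these data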
Target sequence (Q96RJ0 whole entry, looked up): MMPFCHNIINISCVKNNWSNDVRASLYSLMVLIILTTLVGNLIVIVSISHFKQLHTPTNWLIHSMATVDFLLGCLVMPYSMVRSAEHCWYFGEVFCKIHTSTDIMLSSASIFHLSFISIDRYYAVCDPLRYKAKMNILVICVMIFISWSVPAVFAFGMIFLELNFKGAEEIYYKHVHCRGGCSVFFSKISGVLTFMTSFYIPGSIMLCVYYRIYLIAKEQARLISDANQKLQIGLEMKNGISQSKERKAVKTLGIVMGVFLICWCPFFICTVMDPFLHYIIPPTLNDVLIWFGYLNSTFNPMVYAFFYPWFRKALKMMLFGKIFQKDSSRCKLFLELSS
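System: CHO RD-HGA16 cells carrying human TAAR1 plus Gα16; Incubation: 17-24 h seeding, 75 min 37 °C dye, 30 min RT; Measured by: Fluo-8 fluorescence, 5 s baseline then 140 s kinetic read; Control set: DMSO and PEA EC100; Replication: single well for each compound.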
OXTR potentiator = potentiates the human oxytocin receptor response. P30559. CHO-OTR cells, Fluo-8 calcium fluorescence, potentiator mode; 0% = oxytocin EC15, 100% = EC100. activation, % at 3 µM. 320,000 tested, 0.061% active. AID 2445;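 active means activation above that plate's cutoff, the mean activation of tested compounds plus 3 SD, cut at about 6.6% in these data, passing the limit was not always enough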;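 further: 100% uses oxytocin at 75 nM as the full agonist control; some results filed as inactive read as strong as hits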
Target sequence (P30559 whole entry, looked up): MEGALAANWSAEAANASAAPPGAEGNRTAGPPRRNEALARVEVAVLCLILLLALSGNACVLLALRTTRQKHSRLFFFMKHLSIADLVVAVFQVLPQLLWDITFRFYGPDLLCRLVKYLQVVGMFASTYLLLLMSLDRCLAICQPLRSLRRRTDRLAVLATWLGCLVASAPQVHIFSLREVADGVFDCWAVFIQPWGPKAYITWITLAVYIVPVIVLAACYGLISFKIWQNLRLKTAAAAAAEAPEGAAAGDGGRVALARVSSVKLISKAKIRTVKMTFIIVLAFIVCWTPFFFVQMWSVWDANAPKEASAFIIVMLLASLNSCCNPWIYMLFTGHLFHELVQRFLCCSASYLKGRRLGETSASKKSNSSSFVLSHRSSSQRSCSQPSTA
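Material: CHO-OTR cells, human receptor; compound dosing: single dose, 3.0 µM nominal final compound concentration; schedule: 6 min compound pre-incubation at room temperature, 100 s kinetic read; measured by: kinetic Fluo-8 calcium fluorescence; read-out basis: % activation vs EC15 and EC100 oxytocin; controls: EC15 oxytocin alone as 0%, 75 nM oxytocin as 100%; replicates: singlicate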
TAAR1 antag = human TAAR1 antagonism; CHO RD-HGA16 TAAR1, Fluo-8 calcium fluorescence, antagonist; 360,000 tested, 1.5% active; inhibition, % at 3 µM; Q96RJ0; AID 624466;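 active means inhibition above a per-plate cutoff, the mean inhibition of test compounds on that plate plus 3 SD, cut at about 49% in these data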;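 further: 0% = DMSO plus EC80 beta-PEA response and 100% = DMSO alone without agonist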
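Test system – hTAAR1-expressing CHO RD-HGA16 cells, Gα16-coupled · Reagent – β-PEA at EC80 concentration, post-compound challenge · Compound dosing – 3 µM, single point · Timing – 140 s kinetic read after compound, 140 s after agonist · Detection – Fluo-8 intracellular calcium dye fluorescence, real-time kinetic reads · Control set – DMSO and EC80 PEA controls · Repeats – n of 1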
M1 PAM parental = nonselective activator or artifact in parental CHO-K1 calcium assay; ATP EC20, Fluo-8 calcium fluorescence; 0% at ATP EC20, 100% at ATP max; activation, % at 3 µM; 360,000 tested, 0.02% active;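 active means activation above the run cutoff, the mean activation of all test compounds plus 3 SD, cut at about 40% in these data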;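 further: peak over basal fluorescence ratio in a 140 s read after ATP addition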
CHRM1 antagonist = human CHRM1 antagonism. P11229. CHO-K1 hM1, Fluo-8 calcium fluorescence, ACh EC80 antagonist. inhibition, % at 3 µM. 360,000 tested, 1.3% active. AID 588852;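 active means percent inhibition above its own plate's cutoff, namely the mean of that plate's compound wells plus 3 SD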;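 further: peak over basal fluorescence ratio during 140 s after agonist addition; 0% = ACh EC80 plus DMSO and 100% = DMSO alone without agonist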
CHO-K1 Ca antag = nonselective inhibitor or artifact in parental CHO-K1 cells. 360,000 tested, 0.6% active. inhibition, % at 3 µM. ATP-induced calcium, Fluo-8 fluorescence. AID 602250;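 active means inhibition above a per-plate cutoff, the plate's mean sample inhibition plus 3 SD, cut at about 24% in these data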;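 further: 0% = DMSO plus EC80 ATP and 100% = DMSO alone without ATP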
CHO-K1 Ca ag = counter-screen for M1 agonists: effect in parental CHO-K1 cells; activation, % at 3 µM; 360,000 tested, 0.48% active; AID 602248; Fluo-8 calcium fluorescence; scaled to maximal ATP response, vehicle zero; in the data active means activation above about 15%;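 further: untransfected CHO-K1 host cells lacking M1 receptor as counterscreen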
CHRM1 agonist = agonists of human M1 muscarinic receptor. P11229. CHO-K1 hM1, Fluo-8 calcium fluorescence, agonist mode; 0% DMSO, 100% acetylcholine EC100. activation, % at 3 µM. 360,000 tested, 0.33% active. AID 588814;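 active means activation above the run's mean compound activation plus 3 SD, cut at about 16% in these data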;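 further: peak over basal fluorescence ratio within a 140 s kinetic read after compound addition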
The depositor's hits bear a star; nt = no result given. Compounds as they come; about 4.2% have a hit in one of these screens.

SMILES	CHO parental Ca	TAAR1 agonist	OXTR potentiator	TAAR1 antag	M1 PAM parental	CHRM1 antagonist	CHO-K1 Ca antag	CHO-K1 Ca ag	CHRM1 agonist
Cc1nc2ccc(N=NC3=C(O)CCCC3=O)cc2s1	-9	1	3	-9	12	-6	-5	-0.1	0
Cc1ccc2cc(CNC(C)(C)C)c(=O)[nH]c2c1	2	8	-25	0	19	-10	-19	0.9	-2
O=C(CN1CCN(Cc2ccccc2F)C1=O)NC1CCCC1	-2	7	-4	-3	16	-13	-7	0.8	-3
O=C(Nc1nnc(S(=O)(=O)N2CCCC2)s1)c1ccccc1Br	-9	1	-4	-4	10	-8	-15	1.4	0
CN(C)/C=C1/N=C(c2ccccc2)OC1=O	4	9	0	2	4	-20	-10	0.6	3
Cc1cc(C)nc(N2CCCC(C(=O)NCCc3ccccc3F)C2)n1 (configuration not stated)	-31	45*	-2	8	11	-3	-15	3.0	-6
Cc1cccc(C2c3[nH]c4ccccc4c3CCN2C(=O)c2noc3c2CCCC3)n1 (configuration not stated)	-17	1	-22	10	7	0	-15	0.6	0
CSCCC(NC(=O)c1ccco1)C(=O)NCCc1ccc(Cl)cc1 (configuration not stated)	-11	9	-8	2	-6	1	1	1.2	-2
CCc1nnc(NC(=O)CSc2n[nH]c(-c3ccccc3O)n2)s1	-17	10	-16	-4	0	-4	-12	1.1	-6
CCN1CCCc2cc(CN(CCN3CCOCC3)C(=S)Nc3cccc(C)c3)ccc21	-18	0	-3	6	33	-24	-27	1.4	-7
COc1ccc(OCc2nc(N)nc(Nc3ccc(C)cc3)n2)cc1	-24	2	-10	-6	16	-11	-9	-0.2	-2
COc1ccc(C#Cc2cccc(-c3nc(C(=O)NCCCN4CCOCC4)cc4c3[C@H](CCO)N(S(=O)C(C)(C)C)C4)c2)cc1OC (some centres not stated)	nt	6	nt	1	24	-21	-25	2.4	-6
CCOc1ccc(NC(=O)c2cc([N+](=O)[O-])ccc2N2CCOCC2)cc1	-5	0	-5	-4	-3	-6	-16	0.0	-4
Cn1c(=O)c2nc(SCc3ccccc3)n(C)c2n(C)c1=O	nt	1	nt	-15	-4	-6	-11	0.5	-1
COc1ccc(C)cc1NC(=O)CCC(=O)Nc1nnc(C2CCCCC2)s1	-21	1	-5	-27	4	-7	-9	1.0	-3

Ordered by value in CHRM1 agonist (largest number first): seven of the compounds above
Molecule | CHRM1 agonist
CN(C)/C=C1/N=C(c2ccccc2)OC1=O | 3
O=C(Nc1nnc(S(=O)(=O)N2CCCC2)s1)c1ccccc1Br | 0
CSCCC(NC(=O)c1ccco1)C(=O)NCCc1ccc(Cl)cc1 (configuration not stated) | -2
O=C(CN1CCN(Cc2ccccc2F)C1=O)NC1CCCC1 | -3
CCOc1ccc(NC(=O)c2cc([N+](=O)[O-])ccc2N2CCOCC2)cc1 | -4
COc1ccc(C#Cc2cccc(-c3nc(C(=O)NCCCN4CCOCC4)cc4c3[C@H](CCO)N(S(=O)C(C)(C)C)C4)c2)cc1OC (some centres not stated) | -6
CCN1CCCc2cc(CN(CCN3CCOCC3)C(=S)Nc3cccc(C)c3)ccc21 | -7

Returning to the listing, repeating the 2 entries before the break.
SMILES	CHO parental Ca	TAAR1 agonist	OXTR potentiator	TAAR1 antag	M1 PAM parental	CHRM1 antagonist	CHO-K1 Ca antag	CHO-K1 Ca ag	CHRM1 agonist
Cn1c(=O)c2nc(SCc3ccccc3)n(C)c2n(C)c1=O	nt	1	nt	-15	-4	-6	-11	0.5	-1
COc1ccc(C)cc1NC(=O)CCC(=O)Nc1nnc(C2CCCCC2)s1	-21	1	-5	-27	4	-7	-9	1.0	-3
O=c1[nH]c(CN2CCCC2)nc2sc3c(c12)CCC3	-16	3	-5	-28	19	-17	-15	0.3	-5
CCN1C(=O)[C@H]2[C@@H](c3ccc(-c4cccc(Cl)c4)c(OC)c3)N[C@@](CC(C)C)(C(=O)OC)[C@H]2C1=O	1	-1	-4	14	0	9	-11	0.5	-3
Cc1ccc(C(CNS(=O)(=O)c2cc(F)ccc2F)N2CCN(C)CC2)cc1 (configuration not stated)	nt	3	nt	2	16	-5	-13	3.0	-5
Cc1ccc(S(=O)(=O)N2C[C@H]3[C@H]4C(=O)N(c5ccccc5)C(=O)[C@H]4C[C@H](OC(=O)NCc4ccco4)[C@@]3(O)C2)cc1	nt	1	nt	6	2	-1	1	0.1	-5
CC(=O)Nc1cccc(-c2cnc3ccccc3n2)c1	3	4	-8	4	11	-24	-8	0.5	-4
C[C@H](CO)N1C[C@H](C)[C@@H](CN(C)S(=O)(=O)c2ccc(F)cc2)Oc2c(NC(=O)c3ccncc3)cccc2C1=O	nt	3	nt	-11	-24	15	11	-0.3	-5
Cc1cc(F)ccc1-c1cc(C(=O)NCC2CCCCC2)[nH]n1	nt	4	nt	-12	17	-16	-10	2.6	-3
Cc1cc(O)ccc1NS(=O)(=O)c1ccc2c3c(cccc13)C(=O)N2	-3	11	-9	-6	-10	0	1	1.7	1
COc1ccccc1C(=O)NCC(=O)OC(C)C(=O)NC(=O)NC1CCCCC1 (configuration not stated)	-24	13	-7	-25	-1	-3	-2	0.3	-1
O=C(CCCCCN1C(=O)c2cccc3cccc(c23)C1=O)NCCO	-11	8	-6	-6	34	-11	-22	1.8	-3
CCn1c(NC(=O)C(C)C)c2ccccc2nc1=O	-16	4	-3	18	10	-1	-9	0.6	-9
Cc1ccc(NC(=O)CSc2n[nH]c(-c3cccnc3)n2)c(Br)c1	-18	0	-9	-4	-25	8	16	0.1	-1
O=C(O)CSc1nnc(-c2ccc(Cl)cc2)n1-c1ccccc1	7	3	-11	3	16	-8	-5	0.1	-6
O=C(CN1N=C(c2ccccc2)CCC1=O)NCc1cccs1	-3	1	-1	-19	14	-12	-7	0.1	0
Cc1c(CCOC(=O)c2ccc(Cl)cc2Cl)sc[n+]1CC(=O)c1ccccc1	-8	0	1	-8	-6	95*	-7	2.3	-3

Look-ups from the results shown.
CHO-K1 Ca antag result of O=C(CN1N=C(c2ccccc2)CCC1=O)NCc1cccs1 is entered as -7
OXTR potentiator result of COc1ccccc1C(=O)NCC(=O)OC(C)C(=O)NC(=O)NC1CCCCC1 (configuration not stated) is entered as -7
TAAR1 agonist result of Cc1ccc(S(=O)(=O)N2C[C@H]3[C@H]4C(=O)N(c5ccccc5)C(=O)[C@H]4C[C@H](OC(=O)NCc4ccco4)[C@@]3(O)C2)cc1 is entered as 1
CHO-K1 Ca antag result of CCn1c(NC(=O)C(C)C)c2ccccc2nc1=O is entered as -9

Continuation.
SMILES	CHO parental Ca	TAAR1 agonist	OXTR potentiator	TAAR1 antag	M1 PAM parental	CHRM1 antagonist	CHO-K1 Ca antag	CHO-K1 Ca ag	CHRM1 agonist
NS(=O)(=O)c1ccc(CCNC(=O)C(c2ccccc2)c2ccccc2)cc1	-1	1	4	-12	13	-3	-13	0.6	-11
CCn1c(COc2ccc3c(c2)OCO3)nnc1SCC(=O)O	13	0	-2	-4	23	-46	-13	1.3	-2
CCOc1cc(C2CC(=O)NC(SCC)=C2C#N)ccc1O (configuration not stated)	-2	1	8	-5	22	-14	-6	-0.1	1
C#CCOCCOCCOCCNc1nc(N2CCN(C(=O)[C@H](CCC(=O)O)n3cc(C(N)CC(C)C)nn3)CC2)nc(N2CCN(C(=O)[C@H](CCC(=O)O)n3cc(C(N)[C@H](C)CC)nn3)CC2)n1 (some centres not stated)	-11	nt	-1	nt	5	2	-4	0.2	-4
CN(C)S(=O)(=O)c1ccc(C(=O)OCCN=C2NS(=O)(=O)c3ccccc32)cc1	-1	3	-7	9	10	4	7	0.0	-4
O=C(O)C1=C[C@@H](c2ccccc2)C[C@@H](OCCCCO)O1	-8	10	2	5	0	3	-2	-0.6	-1
O=C(Nc1ccc(-n2ccc(C(F)(F)F)n2)cc1)Nc1cccc(Cl)c1	22	13	-15	34	-25	45*	30*	15	4
O=C(NCC1CCCO1)c1ccc2c(c1)S(=O)(=O)c1ccccc1C2=O (configuration not stated)	-20	8	-7	11	-4	7	-3	1.1	-3
O=C(CSc1nnc(-c2ccco2)n1Cc1ccccc1)OC1CCCCC1	-21	8	-16	0	6	7	3	2.1	-3
COc1cccc(CNC(=O)CCC(=O)n2ncc3cc(C)ccc32)c1OC	-10	-2	-3	-18	1	-5	-1	-0.5	-4
O=C(CCN1C(=O)c2ccccc2C1=O)Oc1ccc2ccccc2c1	-3	2	-1	14	11	-13	-1	0.0	-2
CCn1c(=O)cc(NC2=NCC(C)CN2c2cccc(Cl)c2)n(C)c1=O (configuration not stated)	5	7	2	-9	7	-4	-11	-0.2	-5
COc1cccc(CN2CCNC(=O)C2CC(=O)NCCOc2cccnc2)c1OC (configuration not stated)	-5	5	0	19	7	-2	-7	0.2	-8
CCOC(=O)c1cnc2c(C)cccc2c1NCCCN1CCOCC1	0	0	-2	0	14	-9	-3	0.3	-6
COC(=O)c1ccc2nc(C(F)(F)F)[nH]c2c1	3	1	-8	-6	22	-4	-9	0.8	-2
COc1ccccc1CNC(=O)c1cccc2c1C(=O)N(Cc1cccnc1)C2	-8	2	-8	13	32	-12	-12	2.2	-10
O=C(CSc1nc2ccsc2c(=O)n1NC(=O)c1ccccc1)NCc1ccco1	-3	6	1	-6	-6	10	12	0.3	-2
Cc1cc(NC(=O)C2CC(=O)N(c3ccc(Cl)cc3)C2)no1 (configuration not stated)	-8	-5	-6	11	-3	-8	14	0.1	-1
CCOP(=O)(OCC)C(Nc1ccccc1)c1ccco1 (configuration not stated)	0	4	-5	-5	-17	11	20	0.5	-3
CC1CCCCC1NC(=S)NC(=O)c1sc2ccccc2c1Cl (configuration not stated)	-4	1	-2	-28	11	-3	-5	0.0	-4
CCOC(=O)C1CCCN1C(=O)c1ccc(OC)c(Br)c1 (configuration not stated)	-12	0	-3	0	8	-4	4	0.3	-4
COC(=O)c1cc(OC)c(OC)cc1NC(=O)Nc1ccc(OC)cc1OC	-13	1	0	28	3	1	1	1.1	-5
Cn1c(=O)c2c(SCC(=O)N3CCCc4ccccc43)nc(C3CC3)nc2n(C)c1=O	-23	1	-6	0	-2	6	-4	3.0	-3
COc1ccc(C(=O)C2CCCN(C(=O)c3csc(SC)n3)C2)cc1F (configuration not stated)	nt	2	nt	2	4	-5	-2	1.5	3
